Shiga inhibitor = A qHTS for Small Molecule Inhibitors of Shiga Toxin; inhibition, % at 38.7 µM; Vero cells, Shiga toxin protein synthesis inhibition reporter; hit rate 9.2% among 290,000; in the data active means inhibition mostly above about 28%, no sharp cut-off; inactive means mostly below about 43%; further: 0% is about no effect
HCMV antiviral = qHTS Assay for inhibitors of the human cytomegalovirus (HCMV); HFF cells, HCMV-luciferase reporter, 72 h; stronger effect = lower value; activity change, negative = inhibition, % at 57.5 µM; hit rate 4.5% among 410,000; in the data active means activity change below about -60%; inconclusive means no clear call, values can overlap the other calls; inactive means above about -39%; further: on the % scale 0 is the no-effect control and ±100 the full control effect
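Inhibition of viral replication was scored as loss of reporter luminescence in HFFs infected with HCMV-luciferase (MOI 1 PFU/cell) for 72 h; compounds tested at 2 doses, normalized to buffer and Salinomycin controls.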
Cycloheximide cs = Cycloheximide Counterscreen for Small Molecule Inhibitors of Shiga Toxin | cell reporter, cycloheximide protein synthesis inhibition counterscreen | max response, % | hit rate 12% among 300,000 | AID 2314, 2010; in the data active means max response mostly above about 13%, no sharp cut-off; inactive means mostly below about 14%; further: read at 38.3 µM for the half of the compounds with a filed dose; 0% is about no effect
AmpC inh detg = qHTS Inhibitors of AmpC Beta-Lactamase (assay with detergent); Potency, µM (doses to about 114 µM), for the others: at the highest dose activity change, negative = inhibition, hits mostly inhibitors; P00811; hit rate 0.041% among 370,000; AmpC hydrolysis of nitrocefin, absorbance 480 nm, 0.01% Triton;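 further: potency means the concentration at half of the fitted maximal effect; 0% = no-compound wells and -100% = no-enzyme wells; nearly all actives have a fitted effect of over 25% in size; some results filed as inactive show a strong effect at the top dose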
Target sequence (P00811 whole entry, looked up): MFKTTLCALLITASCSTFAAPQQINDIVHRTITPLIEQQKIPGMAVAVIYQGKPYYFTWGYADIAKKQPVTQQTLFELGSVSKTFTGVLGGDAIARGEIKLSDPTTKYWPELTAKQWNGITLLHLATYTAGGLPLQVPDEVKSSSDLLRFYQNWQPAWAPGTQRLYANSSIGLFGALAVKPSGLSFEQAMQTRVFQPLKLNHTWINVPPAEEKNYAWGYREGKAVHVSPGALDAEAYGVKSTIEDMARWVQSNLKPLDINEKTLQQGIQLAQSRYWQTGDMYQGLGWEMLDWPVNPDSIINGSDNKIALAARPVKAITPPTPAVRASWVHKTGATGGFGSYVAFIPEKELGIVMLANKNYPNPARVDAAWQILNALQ
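AmpC (5.3 nM in the dispensed reagent) in 20 mM phosphate pH 7.0 with 0.01% (detergent screen) or 0.0001% Triton X-100 was preincubated with compounds for 15 min at room temperature. Nitrocefin was then added from an 800 uM solution, and hydrolysis was followed at 480 nm.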
Giardia FBPA inh = qHTS Assay for Inhibitors of Fructose-1,6-bisphosphate Aldolase from Giardia Lamblia; purified Giardia FBPA; Potency, µM (top dose mostly 59.6 µM), for inactives: at the highest dose activity, negative = inhibition, hits mostly inhibitors; hit rate 0.71% among 290,000; AID 2451, 2010; further: potency means the concentration at half of the fitted maximal effect; on the % scale 0 is the no-effect control and ±100 the full control effect; nearly all actives have a fitted effect of over 55% in size
Target sequence (A8B2U2 whole entry, looked up): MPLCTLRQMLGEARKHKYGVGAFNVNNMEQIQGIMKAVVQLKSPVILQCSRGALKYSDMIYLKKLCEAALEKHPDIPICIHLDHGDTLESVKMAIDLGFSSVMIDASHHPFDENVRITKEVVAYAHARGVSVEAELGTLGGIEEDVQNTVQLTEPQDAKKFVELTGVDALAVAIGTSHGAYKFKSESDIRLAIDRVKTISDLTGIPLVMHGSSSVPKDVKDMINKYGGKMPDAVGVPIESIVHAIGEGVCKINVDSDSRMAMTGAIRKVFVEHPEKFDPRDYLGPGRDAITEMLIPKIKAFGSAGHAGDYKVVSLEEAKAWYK
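40 nM FBPA preincubated 10 min at RT with compound (up to 57.5 uM final), then substrate plus GAPDH/TPI/NAD/arsenate coupling and diaphorase/resazurin added. Fluorescence read after 20 min at RT, 525/598 nm.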
AMA1-RON2 inh = qHTS for Inhibitors of AMA1-RON; Towards Development of Antimalarial Drug Lead: Primary Screen. AlphaScreen AMA1-biotinylated RON2 peptide binding. Potency, µM (top dose mostly 58.2 µM), for the others: at the top dose activity change, negative = inhibition, usual class: inhibitors. hit rate 0.2% among 360,000. AID 720542, 2013;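 further: potency means the concentration at half of the fitted maximal effect; 0% = vehicle wells and -100% = peptide control; nearly all actives have a fitted effect of over 45% in size; some results filed as inactive show a strong effect at the top dose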
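AMA1 (3D7) with his tag at 25 nM final met compounds first, then biotinylated RON2 peptide at 25 nM; detection used donor plus acceptor beads, 10 µg/mL apiece, read by AlphaScreen after 30 min at room temperature.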
AmpC no deterg = qHTS Inhibitors of AmpC Beta-Lactamase (assay without detergent); P00811; AmpC nitrocefin hydrolysis, absorbance 480 nm, 0.0001% Triton; Potency, µM (titrated, usually from 57.1 µM), for inactives: top-dose activity change, negative = inhibition, hits mostly inhibitors; hit rate 0.52% among 330,000;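 further: potency means the concentration at half of the fitted maximal effect; plate controls were no compound for no effect and no enzyme for full effect; nearly all actives have a fitted effect of over 20% in size; some results filed as inactive show a strong effect at the top dose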
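AmpC (5.3 nM in the dispensed reagent) in 20 mM phosphate pH 7.0 with 0.01% (detergent screen) or 0.0001% Triton X-100 was preincubated with compounds for 15 min at room temperature. Nitrocefin was then added from an 800 uM solution, and hydrolysis was followed at 480 nm.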
* = called active by the depositor; [ ] = remark or other dose. Unless noted, the call rests on the fitted dose curve; in most records, active means well fitted curve in the direction sought with a large enough effect; inconclusive means small, poorly fitted or top-dose-only effect, or another doubt; inactive means no such curve, though single readings can be large; an effect the other way counts as inactive or inconclusive.

The opening 2 entries (preview)
`CCCCn1c(O)c(/C=N/N2CCOCC2)c(=O)[nH]c1=S` gave Shiga inhibitor 9, HCMV antiviral 9, Cycloheximide cs -2, AmpC inh detg -13%, Giardia FBPA inh -7%, AMA1-RON2 inh 38%[activator] and AmpC no deterg -13%.
Screening CCOC(=O)CCCNC(=O)CN1CCC(c2nc3ccccc3s2)CC1 returned Shiga inhibitor -4, HCMV antiviral 9, Cycloheximide cs 2, AmpC inh detg -6%, Giardia FBPA inh 7%, AMA1-RON2 inh -3% and AmpC no deterg 71%[activator].

The whole of this part (from the top)
`CCCCn1c(O)c(/C=N/N2CCOCC2)c(=O)[nH]c1=S` gave Shiga inhibitor 9, HCMV antiviral 9, Cycloheximide cs -2, AmpC inh detg -13%, Giardia FBPA inh -7%, AMA1-RON2 inh 38%[activator] and AmpC no deterg -13%.
Screening CCOC(=O)CCCNC(=O)CN1CCC(c2nc3ccccc3s2)CC1 returned Shiga inhibitor -4, HCMV antiviral 9, Cycloheximide cs 2, AmpC inh detg -6%, Giardia FBPA inh 7%, AMA1-RON2 inh -3% and AmpC no deterg 71%[activator].
`CC(C)[N+](C)(C)CC(O)CN(c1ccccc1)c1ccccc1` (stereo not drawn) gave Shiga inhibitor -5, HCMV antiviral inconclusive, Cycloheximide cs -5, AmpC inh detg inconclusive, Giardia FBPA inh 4%, AMA1-RON2 inh 2% and AmpC no deterg -2%.
`N#Cc1cc2sc3nc4ccccc4n3c2cc1C#N` gave Shiga inhibitor -19, Cycloheximide cs -4, AmpC inh detg inconclusive, Giardia FBPA inh 4% and AmpC no deterg 3%.
Screening Nc1nonc1NC(=O)CSc1ncccc1C(=O)O returned Shiga inhibitor 15, HCMV antiviral 42, Cycloheximide cs -1, AmpC inh detg -14%, Giardia FBPA inh -9%, AMA1-RON2 inh -2% and AmpC no deterg -17%.
`N/C(=N\OC(=O)/C=C/c1ccccc1)c1ccc(Cl)cc1` gave Shiga inhibitor 17, HCMV antiviral 44, Cycloheximide cs 16*, AmpC inh detg 4%, Giardia FBPA inh 1%, AMA1-RON2 inh 10% and AmpC no deterg -21%.
Screening CCOc1ccccc1CNC(=O)c1c([N+](=O)[O-])c(C)nn1C returned Shiga inhibitor -2, HCMV antiviral -8, Cycloheximide cs 1, AmpC inh detg inconclusive, Giardia FBPA inh 2%, AMA1-RON2 inh -29% and AmpC no deterg -45%.
For COc1ccc(N2CCN(C(=S)Nc3ccc(C)cc3)CC2)cc1 the results were Shiga inhibitor 3, HCMV antiviral 32, Cycloheximide cs -1, AmpC inh detg 2%, Giardia FBPA inh -3%, AMA1-RON2 inh -10% and AmpC no deterg -9%.
For Cc1ccc2nc(N(CCCN(C)C)C(=O)c3ccc(S(=O)(=O)N4CCc5ccccc5C4)cc3)sc2c1 the results were Shiga inhibitor -15, HCMV antiviral -103*, Cycloheximide cs -7, AmpC inh detg 0%, Giardia FBPA inh -24%, AMA1-RON2 inh inconclusive and AmpC no deterg 183%[activator].
`Cc1c(NC(=S)NC(=O)c2cccc(Br)c2)c(=O)n(-c2ccccc2)n1C` gave Shiga inhibitor -6, HCMV antiviral 1, Cycloheximide cs -1, AmpC inh detg -7%, Giardia FBPA inh inconclusive, AMA1-RON2 inh 10% and AmpC no deterg -3%.
Screening Cc1ccc(NC(=O)c2ccc3c(c2)C(=O)N(c2ccccc2C)C3=O)nc1 returned HCMV antiviral -18, AmpC inh detg 0%, AMA1-RON2 inh -2% and AmpC no deterg -19%.
For CC(C)Oc1cccc(C(=O)Nc2ccc(N3CCN(S(C)(=O)=O)CC3)cc2)c1 the results were Shiga inhibitor -12, HCMV antiviral 23, Cycloheximide cs -3, AmpC inh detg inconclusive, Giardia FBPA inh 14%, AMA1-RON2 inh -3% and AmpC no deterg -4%.
COc1cccc(N2C(=O)CN(Cc3ccc(OC)c(OC)c3)C2=S)c1 was read as Shiga inhibitor -13, HCMV antiviral 43, Cycloheximide cs 5, AmpC inh detg -8%, Giardia FBPA inh 12%, AMA1-RON2 inh -7% and AmpC no deterg 53%.
Screening COc1ccc(C(=O)NNC(=O)COc2ccc(Cl)cc2C)cc1S(=O)(=O)N1CCOCC1 returned HCMV antiviral -14, AmpC inh detg -18%, AMA1-RON2 inh 68%[activator] and AmpC no deterg -1%.
For O=C(OC(C(=O)NCc1cccs1)c1ccc(F)cc1)c1ccco1 (stereo not drawn) the results were Shiga inhibitor 6, HCMV antiviral 41, Cycloheximide cs -2, AmpC inh detg -13%, Giardia FBPA inh 2%, AMA1-RON2 inh 1% and AmpC no deterg -21%.
CC(=O)Nc1ncc(Cc2cccc(Cl)c2)s1 was read as Shiga inhibitor 23, HCMV antiviral -33, Cycloheximide cs 2, AmpC inh detg 4%, Giardia FBPA inh -3%, AMA1-RON2 inh -29% and AmpC no deterg -11%.
`COc1ccccc1C(=O)Nc1cccc(-c2cn3ccsc3n2)c1` gave Shiga inhibitor 42*, HCMV antiviral 4, Cycloheximide cs 27*, AmpC inh detg inconclusive, Giardia FBPA inh 0% and AmpC no deterg -29%.
For COc1ccccc1C(=O)Nc1ccc2oc(-c3ccc(F)cc3)nc2c1 the results were Shiga inhibitor 38, HCMV antiviral 57, Cycloheximide cs -1, AmpC inh detg 0%, Giardia FBPA inh -1%, AMA1-RON2 inh -6% and AmpC no deterg -2%.
O=C(/C=C/c1ccccc1)Nc1nnc(-c2ccco2)o1 was read as Shiga inhibitor 1, HCMV antiviral -28, Cycloheximide cs -7, AmpC inh detg 8%, Giardia FBPA inh -4%, AMA1-RON2 inh 107%[activator] and AmpC no deterg -17%.
Screening COc1ccccc1OCc1nnc(SCCN2CCOCC2)o1 returned Shiga inhibitor -7, HCMV antiviral 0, Cycloheximide cs -3, AmpC inh detg -19%, Giardia FBPA inh -7%, AMA1-RON2 inh -25% and AmpC no deterg 6%.
Screening COC(=O)C1=C(c2ccc(C(C)=O)cc2)C[C@@H]2CC[C@H]1N2C(=O)NCCOc1ccccc1Cl returned HCMV antiviral -31, AmpC inh detg 5%, AMA1-RON2 inh 0% and AmpC no deterg 112%[activator].
Screening CCOC(=O)c1cnn(CCOC(=O)c2ccc(OC)cc2)c1NC(=O)c1ccc(OC)cc1 returned Shiga inhibitor -6, HCMV antiviral 10, Cycloheximide cs -2, AmpC inh detg inconclusive, Giardia FBPA inh 9%, AMA1-RON2 inh -20% and AmpC no deterg -3%.
Screening CC(=O)Nc1ccc(C(=O)OCC(=O)N2CC3(C)CC2CC(C)(C)C3)cc1 (stereo not drawn) returned HCMV antiviral -28, AMA1-RON2 inh 33%[activator] and AmpC no deterg 40%.
O=C(CSc1nnc(COc2ccccc2Cl)o1)NC(=O)NC1CCCC1 was read as Shiga inhibitor -3, HCMV antiviral 16, Cycloheximide cs 9, AmpC inh detg -12%, Giardia FBPA inh 3%, AMA1-RON2 inh 23% and AmpC no deterg 18%.
For COc1ccc(N(CC(=O)N/N=C(\C)c2ccc(OC)c(OC)c2)S(=O)(=O)c2ccccc2)cc1 the results were Shiga inhibitor -5, HCMV antiviral -34, Cycloheximide cs -2, AmpC inh detg -3%, Giardia FBPA inh -9%, AMA1-RON2 inh 2% and AmpC no deterg 32%.
For O=C(Nc1cc(S(=O)(=O)N2CCCCC2)ccc1N1CCOCC1)c1cc(=O)[nH]c2ccccc12 the results were Shiga inhibitor -2, HCMV antiviral inconclusive, Cycloheximide cs -2, AmpC inh detg -7%, Giardia FBPA inh 1%, AMA1-RON2 inh -6% and AmpC no deterg 30%.
For Cn1c(O)c(C(=N)COc2ccccc2)c(=O)n(C)c1=O the results were Shiga inhibitor 23, HCMV antiviral 16, Cycloheximide cs -4, AmpC inh detg -8%, Giardia FBPA inh 0%, AMA1-RON2 inh -5% and AmpC no deterg -15%.
Screening COc1ccccc1C(=O)N1CCN(c2ccc(N3CCOCC3)nn2)CC1 returned HCMV antiviral -12, AmpC inh detg 1%, AMA1-RON2 inh -5% and AmpC no deterg inconclusive.
For CC1CCC(C(C)C)C(=O)/C1=C/c1ccc(N)cc1 (stereo not drawn) the results were Shiga inhibitor 92*, HCMV antiviral 16, Cycloheximide cs 35*, AmpC inh detg -1%, Giardia FBPA inh -10%, AMA1-RON2 inh 0% and AmpC no deterg -20%.
CN(Cc1ccccc1)C(=O)CSc1nnc(-c2ccco2)n1-c1ccccc1 was read as Shiga inhibitor 24, HCMV antiviral 9, Cycloheximide cs -3, AmpC inh detg -7%, Giardia FBPA inh 0%, AMA1-RON2 inh 11% and AmpC no deterg 44%.
`CC(=O)N1c2ccc(S(=O)(=O)N3CCC(C(=O)NC4CCCCC4C)CC3)cc2CC1C` (stereo not drawn) gave Shiga inhibitor -11, HCMV antiviral 0, Cycloheximide cs 4, AmpC inh detg 8%, Giardia FBPA inh -10%, AMA1-RON2 inh -5% and AmpC no deterg -3%.
For Cc1cccc2sc(NNC(=O)C3=COCCO3)nc12 the results were Shiga inhibitor 54, HCMV antiviral -13, Cycloheximide cs 15, AmpC inh detg -1%, Giardia FBPA inh 2%, AMA1-RON2 inh 49%[activator] and AmpC no deterg -10%.
`O=C(CSc1ccc(-c2ccccn2)nn1)N1CCc2ccccc21` gave Shiga inhibitor 42*, HCMV antiviral 4, Cycloheximide cs 19, AmpC inh detg -1%, Giardia FBPA inh inconclusive, AMA1-RON2 inh 12% and AmpC no deterg -8%.
CCOC(=O)c1cc2c(c(CSc3nc4ccccc4c(=O)n3Cc3ccco3)c1)OCOC2 was read as Shiga inhibitor -6, HCMV antiviral -21, Cycloheximide cs -1, AmpC inh detg -3%, Giardia FBPA inh 1%, AMA1-RON2 inh 0% and AmpC no deterg -17%.
`O=C(O)[C@H](Cc1ccccc1)Nc1ccc([N+](=O)[O-])cn1` gave Shiga inhibitor -2, HCMV antiviral -19, Cycloheximide cs -1, AmpC inh detg -2%, Giardia FBPA inh -1%, AMA1-RON2 inh 16% and AmpC no deterg -20%.

Sorted by heavy-atom count (falling): 3 of the compounds above.
`CC(=O)N1c2ccc(S(=O)(=O)N3CCC(C(=O)NC4CCCCC4C)CC3)cc2CC1C` (stereo not drawn) gave Shiga inhibitor -11, HCMV antiviral 0, Cycloheximide cs 4, AmpC inh detg 8%, Giardia FBPA inh -10%, AMA1-RON2 inh -5% and AmpC no deterg -3%.
`O=C(O)[C@H](Cc1ccccc1)Nc1ccc([N+](=O)[O-])cn1` gave Shiga inhibitor -2, HCMV antiviral -19, Cycloheximide cs -1, AmpC inh detg -2%, Giardia FBPA inh -1%, AMA1-RON2 inh 16% and AmpC no deterg -20%.
For Cc1cccc2sc(NNC(=O)C3=COCCO3)nc12 the results were Shiga inhibitor 54, HCMV antiviral -13, Cycloheximide cs 15, AmpC inh detg -1%, Giardia FBPA inh 2%, AMA1-RON2 inh 49%[activator] and AmpC no deterg -10%.

Compound activity (PubChem)
